Compound activity deposited in PubChem by National Center for Advancing Translational Sciences (NCATS).
Sm TGR block – qHTS Assay for the Inhibitors of Schistosoma Mansoni Peroxiredoxins | Schistosoma mansoni thioredoxin glutathione reductase (TGR), Q962Y6 | purified TGR, DTNB reduction, TNB absorbance 405 nm | Potency, µM (series often up to 114 µM), inactives show at the top dose activity change, negative = inhibition, most hits filed as inhibitors | actives 3% (n = 360,000) | AID 485364, 2010; also: potency is read from the fitted curve at half-maximal effect; nearly all actives have a fitted effect of over 60% in size
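Kinetic colorimetric format: TGR-catalysed, NADPH-driven DTNB reduction monitored via TNB absorbance. Enzyme dispensed at 20 nM; compound exposure 15 min at room temperature before reaction start.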
AmpC detergent – qHTS Inhibitors of AmpC Beta-Lactamase (assay with detergent) | P00811 | AmpC hydrolysis of nitrocefin, absorbance 480 nm, 0.01% Triton | Potency, µM (top dose mostly 114 µM), for inactives: at the highest dose activity change, negative = inhibition, hits mostly inhibitors | actives 0.041% (n = 370,000) | AID 485294, 2010;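 also: potency is read from the fitted curve at half-maximal effect; 0% = no-compound wells and -100% = no-enzyme wells; nearly all actives have a fitted effect of over 25% in size; some results filed as inactive show a strong effect at the top dose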
Target sequence (P00811 whole entry, looked up): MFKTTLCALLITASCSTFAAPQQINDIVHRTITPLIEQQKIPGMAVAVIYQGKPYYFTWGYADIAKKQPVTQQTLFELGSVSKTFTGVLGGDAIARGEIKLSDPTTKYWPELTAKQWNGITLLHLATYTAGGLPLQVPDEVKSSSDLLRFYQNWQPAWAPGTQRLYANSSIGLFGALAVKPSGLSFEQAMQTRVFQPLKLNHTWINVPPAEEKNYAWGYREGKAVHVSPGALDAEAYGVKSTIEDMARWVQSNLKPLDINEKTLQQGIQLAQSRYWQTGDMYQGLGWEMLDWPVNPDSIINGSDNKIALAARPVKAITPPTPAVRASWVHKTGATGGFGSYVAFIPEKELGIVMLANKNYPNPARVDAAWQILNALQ
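20 mM phosphate pH 7.0 + 0.01% (detergent screen) or 0.0001% Triton X-100; 5.3 nM AmpC reagent; cpd preinc 15 min RT; nitrocefin (800 uM stock) to start; A480 q20 s × 4 min; Activity was normalised to no-enzyme and no-compound control wells.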
AmpC inh no detg – qHTS Inhibitors of AmpC Beta-Lactamase (assay without detergent). P00811. AmpC nitrocefin hydrolysis, absorbance 480 nm, 0.0001% Triton. Potency, µM (highest dose often 57.1 µM), for the others: top-dose activity change, negative = inhibition, actives largely listed as inhibitors. actives 0.52% (n = 330,000). AID 485341, 2010;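 also: potency is read from the fitted curve at half-maximal effect; plate controls were no compound for no effect and no enzyme for full effect; nearly all actives have a fitted effect of over 20% in size; some results filed as inactive show a strong effect at the top dose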
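20 mM phosphate pH 7.0 + 0.01% (detergent screen) or 0.0001% Triton X-100; 5.3 nM AmpC reagent; cpd preinc 15 min RT; nitrocefin (800 uM stock) to start; A480 q20 s × 4 min; Activity was normalised to no-enzyme and no-compound control wells.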
HCV inhibitor – qHTS Assay for Inhibitors of Hepatitis C Virus (HCV) | AID 651820, 2012 | Huh7.5.1 HCVcc-Cre infection, luciferase reporter, 44 h | actives 3.4% (n = 340,000) | Potency, µM (titrated, usually from 41.8 µM), without a hit: at the top dose activity change, negative = inhibition, actives largely listed as inhibitors; also: potency is read from the fitted curve at half-maximal effect
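Antiviral activity was scored by luciferase reporter output from cells infected with HCVcc-Cre (~0.5 moi) in presence of compound, 44 h infection period, cells seeded 1,000/well 4 h prior.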
HCMV inh – qHTS Assay for inhibitors of the human cytomegalovirus (HCMV) | HFF cells, HCMV-luciferase reporter, 72 h; stronger effect = lower value | activity change, negative = inhibition, % at 57.5 µM | actives 4.5% (n = 410,000); in the data active = activity change below about -60%; inconclusive = no clear call, values can overlap the other calls; inactive = above about -39%
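Compounds were evaluated in HFFs infected with an HCMV luciferase reporter virus (MOI 1 PFU/cell). Luciferase in lysates collected 72 h post infection served as the replication measure.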
Giardia FBPA inh – qHTS Assay for Inhibitors of Fructose-1,6-bisphosphate Aldolase from Giardia Lamblia; A8B2U2; purified Giardia FBPA; Potency, µM (titrated, usually from 59.6 µM), without a hit: top-dose activity, negative = inhibition, hits mostly inhibitors; actives 0.71% (n = 290,000); also: potency is read from the fitted curve at half-maximal effect; nearly all actives have a fitted effect of over 55% in size
Target sequence (A8B2U2 whole entry, looked up): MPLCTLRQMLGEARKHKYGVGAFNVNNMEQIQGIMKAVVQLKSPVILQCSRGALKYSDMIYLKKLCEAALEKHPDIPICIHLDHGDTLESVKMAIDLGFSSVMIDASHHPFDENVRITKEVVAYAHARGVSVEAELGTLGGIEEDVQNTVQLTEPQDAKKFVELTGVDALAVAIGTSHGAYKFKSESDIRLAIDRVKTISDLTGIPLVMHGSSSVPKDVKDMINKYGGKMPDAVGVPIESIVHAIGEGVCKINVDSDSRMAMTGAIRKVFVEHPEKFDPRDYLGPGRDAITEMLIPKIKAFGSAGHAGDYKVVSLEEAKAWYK
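40 nM FBPA preincubated 10 min at RT with compound (up to 57.5 uM final), then substrate plus GAPDH/TPI/NAD/arsenate coupling and diaphorase/resazurin added. Fluorescence read after 20 min at RT, 525/598 nm.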
* = called active by the depositor; ? = inconclusive; / = not tested or not shown; [ ] = remark or other dose. Unless noted, calls follow the shape of the dose curve; as a rule, active = well fitted curve in the direction sought with a large enough effect; inconclusive = small, poorly fitted or top-dose-only effect, or another doubt; inactive = no such curve, though single readings can be large; an effect the other way counts as inactive or inconclusive. Unless noted, % is scaled to controls: 0 for no effect and ±100 for the full control effect. Outcome played no part in choosing rows. Share with any hit: about 9.9%.

SMILES | Sm TGR block | AmpC detergent | AmpC inh no detg | HCV inhibitor | HCMV inh | Giardia FBPA inh
O=C(c1cc(S(=O)(=O)N2CCOCC2)ccc1F)N(CCc1ccccc1)Cc1ccccc1 | 0.9% | -19.8% | 113.0%[activator] | ? | -16.7 | /
Cc1ccc2[nH]c3nc(SCC#N)nnc3c2c1 | -8.4% | 3.3% | -1.0% | -1.8% | ? | -4.8%
CCOC(=O)c1cnc(-n2cc(C)cn2)nc1Nc1ccccc1OCC | 5.4% | -4.4% | -32.2% | 7.1% | -1.5 | /
N/C(=N\OC(=O)CC1CCCCC1)c1ccccc1 | -4.6% | -3.3% | -33.1% | 10.7% | -35.4 | 0.9%
CCOc1ccc(CNC(=O)CCCc2cn(C)c3ccccc23)cc1 | -2.3% | -0.6% | 20.7% | -12.9% | -7.4 | -14.0%
Cc1ccc(C2N(c3nccs3)C(=O)C3CCCN32)cc1 (stereo unspecified) | -14.6% | -0.2% | -12.4% | 5.8% | 23.9 | -6.9%
CCOc1ccc(OCC)c(NC(=O)CN2CCN(c3cccc(C)c3)C(C)C2)c1 (stereo unspecified) | 15.1% | ? | -0.4% | 8.91µM* | -6.6 | ?
O=C(c1cccc(Cl)c1)N1CCN(c2ncccn2)CC1 | 1.9% | ? | -10.3% | 9.0% | -39.6 | 7.2%
Cc1ccc(C)c2[nH]c(=O)c(CN(CCCN(C)C)C(=O)NCc3ccccc3)cc12 | 4.7% | 0.5% | 77.9%[activator] | -15.6% | -12.6 | 4.6%
C[C@H](O)[C@H]1CC[C@H]2[C@@H]3CCC4=CC(=O)CC[C@]4(C)[C@H]3CC[C@]12C | 1.4% | 2.4% | 84.7%[activator] | -14.2%[8.37 µM] | -27.6 | -13.8%
CC(=O)Nc1ccc(-c2nn[nH]n2)cc1 | 13.1% | -4.1% | -1.3% | 6.7% | -26.1 | -3.2%
CC(C)c1nn(-c2cc(C(F)(F)F)ccn2)c(=O)o1 | 1.3% | 1.1% | 84.6%[activator] | 10.8% | 27.1 | 0.9%
O=C(CCC1CCCCC1)Nc1c[nH]c(=O)[nH]c1=O | -23.2% | -11.6% | -6.6% | 21.3% | 13.8 | 6.5%
COc1cccc(NC(=O)N2C3CCCC2CC(NC(=O)C(C)(C)C)C3)c1 (stereo unspecified) | 8.8% | -9.5% | 2.2% | 19.0% | 27.2 | -3.9%
CCOc1c(Br)cc(C(=O)OCC(=O)N2CCc3ccccc3C2)cc1OC | -20.6% | ? | -10.2% | -21.7% | -0.1 | /
COc1ccc(OCC(=O)Nc2cccc3cccnc23)cc1 | -1.7% | -14.7% | -16.5% | -19.2% | 1.8 | 0.7%
CSc1ccccc1NC(=O)c1c(Br)cnn1C | -0.4% | -10.0% | -9.9% | -8.2% | 62.1 | 1.0%
CCOC(=O)C1CCN(C(=O)C2CCN(S(=O)(=O)c3ccc4c(c3)CC(C)N4C(C)=O)CC2)CC1 (stereo unspecified) | 5.0% | 1.7% | 106.2%[activator] | -21.7% | -27.0 | 1.0%
O=C(N=Nc1c(O)n(C2OC(=O)c3ccccc32)c2ccccc12)c1ccc(O)cc1 (stereo unspecified) | 3.9% | 2.2% | -10.8% | 18.6% | -8.4 | 3.9%
COc1ccccc1NC(=O)C(C)Sc1nc(-c2ccccc2)cn1N (stereo unspecified) | -23.1% | -5.3% | -20.9% | -5.3% | ? | /
CC(C)c1nnc(SCC(=O)NC2CCCCC2)n1C | 2.4% | ? | -13.0% | 12.2% | -26.4 | -2.2%
COc1ccc(OC)c2sc(NC(=O)C3CC3)nc12 | -20.2% | -11.5% | -34.5% | ? | 39.1 | -13.7%
COc1ccc(NS(=O)(=O)c2cc(C(=O)Nc3ccccc3C(=O)O)ccc2C)cc1 | -12.0% | -7.4% | -38.4% | 11.8% | -1.9 | 4.6%
O=c1[nH]c(O)c(N=Nc2cc([N+](=O)[O-])ccc2O)c(=O)[nH]1 | 0.0% | -0.2% | -13.8% | -5.4% | -36.2 | -16.2%
CCOc1ccc2c(c1)c(N=NC(N)=S)c(O)n2C | 1.5% | -4.4% | -16.6% | 0.7% | -39.8 | -5.8%

Compound profiles, from the list above. Values in the order: Sm TGR block	AmpC detergent	AmpC inh no detg	HCV inhibitor	HCMV inh	Giardia FBPA inh
Listed for COc1ccc(OC)c2sc(NC(=O)C3CC3)nc12 → -20.2%	-11.5%	-34.5%	?	39.1	-13.7%
Listed for O=C(c1cccc(Cl)c1)N1CCN(c2ncccn2)CC1 → 1.9%	?	-10.3%	9.0%	-39.6	7.2%
Listed for C[C@H](O)[C@H]1CC[C@H]2[C@@H]3CCC4=CC(=O)CC[C@]4(C)[C@H]3CC[C@]12C → 1.4%	2.4%	84.7%[activator]	-14.2%[8.37 µM]	-27.6	-13.8%
Listed for Cc1ccc(C)c2[nH]c(=O)c(CN(CCCN(C)C)C(=O)NCc3ccccc3)cc12 → 4.7%	0.5%	77.9%[activator]	-15.6%	-12.6	4.6%
Listed for CC(C)c1nn(-c2cc(C(F)(F)F)ccn2)c(=O)o1 → 1.3%	1.1%	84.6%[activator]	10.8%	27.1	0.9%

Following part.
SMILES | Sm TGR block | AmpC detergent | AmpC inh no detg | HCV inhibitor | HCMV inh | Giardia FBPA inh
C=CCn1c(C)csc1=Nc1ccc(C(=O)O)cc1 | -11.4% | -10.2% | -22.6% | 9.9% | -8.7 | -25.1%
O=C1CCN(S(=O)(=O)c2ccc(Cl)cc2)CC1 | -9.2% | 0.5% | 1.5% | 7.3% | -0.4 | 6.7%
CN(CCNC(=O)c1cc2c(=O)n(C)c3ccccc3c2n1C)Cc1ccccc1 | 28.2µM* | 4.9% | 91.9%[activator] | ? | 44.0 | -4.2%
CCN(c1ccccc1)S(=O)(=O)c1ccc(Cl)c(C(=O)OCC(=O)NC(=O)C(C)C)c1 | -1.1% | -7.2% | -30.9% | -5.6% | -27.0 | 0.4%
Cc1ccc(CNC(=O)CSC2=Nc3ccccc3C3=NC(C)C(=O)N23)cc1 (stereo unspecified) | 3.7% | -5.9% | / | / | -13.2 | /
Cc1ccc(CN2C3=NCCCN3c3ccccc32)cc1 | 9.6% | -8.8% | 25.9% | ? | -2.1 | 3.3%
Cc1ccc(NC(=S)NC(=O)c2cccs2)cc1F | / | / | -26.8% | -2.9% | 10.7 | /
CC(c1ccco1)N(C(=O)c1ccccc1F)c1ccccn1 (stereo unspecified) | -15.7% | -0.3% | -14.7% | 6.1% | -10.3 | 3.4%
Cc1cc2nc(C3CCCN(C(=O)NCc4ccccc4)C3)[nH]c2cc1C (stereo unspecified) | -18.0% | -4.9% | -4.6% | -22.6% | 119.0 | /
COc1ccc(-n2ncc3c2CC(C)(C)CC3NC(=O)CCN2CCCCC2=O)cc1 (stereo unspecified) | -3.1% | -10.7% | 178.0%[activator] | 23.0% | 0.0 | /
Cc1ccc(S(=O)(=O)N2C(=O)/C(=C3\SC(=S)NC3=O)c3ccccc32)cc1 | -20.6% | ? | -25.1% | / | / | 0.6%
CCCc1nnc(NC(=O)CCCC(=O)O)s1 | -0.8% | -14.2% | -9.5% | 2.3% | -1.2 | 3.9%
CCn1cc(CN2CCCC(C(=O)c3ccc(-c4ccccc4)cc3)C2)cn1 (stereo unspecified) | 5.6% | -3.7% | -1.5% | ? | -61.0* | -2.1%
CC(Oc1ccc2ccc(=O)oc2c1)C(=O)N1CCOCC1 (stereo unspecified) | 1.4% | -0.7% | -22.0% | 1.9% | 5.7 | /
COc1cccc(C(=O)NC2CCN(CC(=O)Nc3cccc(C)c3C)CC2)c1 | 7.5% | 4.6% | 32.6% | -5.7% | 7.8 | 2.0%
COc1ccc(NC(=O)COC(=O)c2ccc3ccccc3n2)c(OC)c1 | / | / | 4.1% | 7.5% | -1.5 | /
COc1ccccc1NS(=O)(=O)c1cc(NC(=O)/C=C/c2cccs2)ccc1N1CCOCC1 | -5.8% | ? | -19.9% | ? | -13.3 | -3.4%
N#CCSc1nnc(Cc2cccs2)n1C1CCCCC1 | -7.1% | -4.0% | -5.3% | 11.6% | 33.1 | -1.8%
CCN(CC)C(=O)C(C)N(C#N)c1nc(C)cc(C)n1 (stereo unspecified) | -3.2% | -4.3% | -12.0% | 14.1% | -12.0 | 5.7%
O=C(Nc1ccc(Cl)c(C(F)(F)F)c1)c1ccc2c(c1)CCN2S(=O)(=O)c1ccccc1 | 0.7% | 19.1% | / | / | -74.5* | /
Cc1ccc(CNC(=O)c2ccc(CSc3nc4ccncc4n3Cc3ccc(C)cc3)cc2)cc1 | -4.1% | -6.3% | / | / | -23.2 | /
Cc1noc(C(=O)Nc2ccc(F)c(Cl)c2)c1Cl | 10.7% | 0.9% | -11.6% | 0.1% | 129.6 | 5.1%
CCCOC1CCCN(C(=O)c2ccc(OC)c(OC3CCN(C(C)C)CC3)c2)C1 (stereo unspecified) | -8.8% | -5.7% | -9.8% | 14.2% | -12.3 | -3.4%
CC(=O)NC1CCN(CC(=O)Nc2nccs2)CC1 | -23.1% | ? | -12.0% | 3.3% | -5.3 | 10µM*
COc1ccc(S(=O)(=O)N(C)CC(=O)N2CCN(Cc3ccccc3)CC2)cc1C | -12.2% | 0.1% | 135.5%[activator] | -24.4% | -6.7 | 6.2%
SMILES | Sm TGR block | AmpC detergent | AmpC inh no detg | HCV inhibitor | HCMV inh | Giardia FBPA inh
CC(C)(C)c1ccc(C(=O)Nc2nnc(Cc3c[nH]c4ccccc34)s2)cc1 | 0.8% | -3.2% | 11.2µM* | ? | -3.3 | 0.7%
COc1ccc(CNC(=O)c2ccc(Br)s2)cc1OC | -2.2% | -2.8% | -8.4% | -9.3% | 27.6 | 2.9%
Cn1nnc(NC(=O)COc2ccc(C3CCCCC3)cc2)n1 | -4.6% | -2.3% | 45.5% | -18.4% | -16.3 | -1.9%
O=C1CCC(C(=O)Nc2cccc3ccccc23)N1 (stereo unspecified) | 0.6% | 3.5% | -7.5% | 4.9% | 21.2 | -0.2%
COC(=O)CSc1nnc(-c2cnccn2)n1C | -4.0% | -6.5% | -6.2% | 17.0% | 16.6 | 15.8%
COc1ccc(N(CC(=O)N/N=C/c2cccc(OC)c2OC)S(=O)(=O)c2ccccc2)cc1 | 16.3% | -4.2% | -5.0% | ? | -34.1 | -1.5%
COCCCNC(=O)C1Cc2cc(S(=O)(=O)N3CCCC3)ccc2N1C(C)=O (stereo unspecified) | 7.7% | -9.7% | -10.9% | 22.5% | -7.9 | /
COc1ccc(NC(=O)c2cc(S(=O)(=O)N3CCCC3)oc2C)cc1 | 12.5% | -2.8% | 1.8% | -14.3% | -64.9* | 0.9%
O=c1nc2ccc(Cl)cn2c2ccc(S(=O)(=O)N3CCOCC3)cc12 | -31.4% | -4.9% | -12.1% | -12.8% | -10.1 | 4.4%
COC(=O)CCN(C(=O)c1ccc([N+](=O)[O-])cc1)c1ccccn1 | -2.9% | 7.8% | -6.9% | 25.0% | 16.6 | -0.7%
